From PubChem BioAssay
SIAE inh = blocks human sialic acid acetylesterase. inhibition, % at 9.66 µM. Q9HAT2. AID 1053197. SIAE FP-Rh probe binding, fluorescence polarization. actives 0.69% (n = 370,000);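 active means inhibition above a cutoff: mean of compounds within the control limits plus 3 SD of those, cut at about 17% in these data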;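 further: 0% = plate median of compound wells and 100% = probe without SIAE protein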
DDE Tn6 FP inh = inhibitors of Tn6 peptide binding to human fibrin DD(E); P02675; Fibrin DD(E) TRITC-Tn6 fluorescence polarization displacement; inhibition, % at 8.3 µM; actives 0.21% (n = 370,000); AID 720509;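 active means inhibition above a per-campaign cutoff: mean of compounds within control limits plus 3 SD, cut at about 15% in these data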;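 further: 0% = median of all compound wells on the plate and 100% = blocking peptide control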
Target sequence (P02675 whole entry, looked up): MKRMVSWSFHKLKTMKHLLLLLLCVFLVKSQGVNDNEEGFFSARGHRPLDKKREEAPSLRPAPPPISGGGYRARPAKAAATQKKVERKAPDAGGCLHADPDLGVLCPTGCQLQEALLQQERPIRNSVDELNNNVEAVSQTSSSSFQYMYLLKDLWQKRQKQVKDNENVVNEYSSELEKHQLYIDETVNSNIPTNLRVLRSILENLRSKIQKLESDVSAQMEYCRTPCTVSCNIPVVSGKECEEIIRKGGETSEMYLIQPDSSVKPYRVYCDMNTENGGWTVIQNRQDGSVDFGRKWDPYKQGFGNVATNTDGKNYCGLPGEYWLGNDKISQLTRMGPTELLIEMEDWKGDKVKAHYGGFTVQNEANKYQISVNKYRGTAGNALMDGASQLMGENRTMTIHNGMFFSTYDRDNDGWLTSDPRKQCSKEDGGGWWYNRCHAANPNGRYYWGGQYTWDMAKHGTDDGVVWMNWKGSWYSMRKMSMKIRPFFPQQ
ASAP1 inh = inhibitors of human ASAP1 ArfGAP activity; actives 0.19% (n = 360,000); ASAP1-stimulated ARF1 GTP hydrolysis, GDP FP detection; inhibition, % at 16.5 µM; Q9ULH1; in the data active means inhibition above about 25%;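 further: 0% = vehicle with enzyme and substrate and 100% = no enzyme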
PLCg1 inh = PLC-gamma1 (human) inhibition, primary screen; P19174; purified PLC-gamma1, fluorogenic substrate, fluorescence; inhibition, % at 12.2 µM; actives 0.84% (n = 370,000); in the data active means inhibition above about 9.5%
TDP2 absorb = TDP2 (human) inhibition, absorbance primary screen; O95551; recombinant TDP2, T5PNP hydrolysis, p-nitrophenol absorbance 415 nm; inhibition, % at 12.8 µM; actives 0.34% (n = 370,000); AID 720702;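 active means inhibition above the mean of all tested compounds plus 3 SD, set per campaign, cut at about 25% in these data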;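 further: 0% = DMSO with enzyme and 100% = buffer with substrate but no TDP2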
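System: recombinant human TDP2 / Amount: 120 nM TDP2 per well / Also added: 5 mM T5PNP chromogenic substrate / Doses: 12.8 µM single point, 1% DMSO / Incubation: 2 h at 37 °C / Detection: p-Nitrophenol epi absorbance / Evaluation: % inhibition relative to enzyme-containing and enzyme-free wells / Repeats: singlicate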
ARFGAP1 inh = inhibits rat ARF GTPase activating protein 1; Q62848; Arfgap1-stimulated ARF1 GTP hydrolysis, GDP FP detection; inhibition, % at 16.5 µM; actives 0.26% (n = 360,000);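 active means inhibition above a per-plate limit, mean inhibition of low control wells plus 3 SD, cut at about 25% in these data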;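 further: 0% = DMSO wells with enzyme and 100% = wells lacking Arfgap1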
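Material – truncated rat Arfgap1 GAP domain · Buffer or medium – HEPES-based buffer, pH 7.5 · Reagent – human ARF1(Δ1-17)-GTP substrate · Dosing – 16.5 µM single point, 1.26% DMSO · Schedule – GTP hydrolysis reaction 2 h at 25 °C · Technique – GDP detection by fluorescence polarization · Benchmarks – No-Arfgap1 wells (100%) versus DMSO full-reaction wells (0%) · Repeats – single replicate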
DDE Tn7 FP inh = disrupts Tn7 cyclic peptide binding to fibrin D-Dimer-E complex. FP displacement of FITC-Tn7 peptide from fibrin DD(E); 0% = median of compound wells per plate. actives 0.13% (n = 370,000). inhibition, % at 8.3 µM. P02675;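 active means inhibition above the mean of compounds falling within the control limits plus 3 SD of them, cut at about 14% in these data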;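 further: 0% = plate median of compound wells and 100% = 10 µM Aha-Tn7 peptide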
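Assay system: human fibrin DD(E). Input: DD(E) 2 µM final. Medium: Tris buffer with calcium and detergent, pH 7.8. Compound dosing: single point at 8.3 µM. Timing: 10 min plus 3 h, room temperature. Technique: fluorescence polarization of the labelled Tn7 tracer. Read-out: percent inhibition. Replicates: singlicate testing.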
PLC-beta3 inh = blocks human PLC-beta3 enzyme activity. actives 0.18% (n = 370,000). inhibition, % at 12.2 µM. AID 720704. Purified PLC-beta3, fluorogenic substrate, fluorescence. Q01970; in the data active means inhibition above about 11%;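 further: 0% = median of compound wells on plate and 100% = full blocker control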
ADAM10 inh = inhibitors of human ADAM10; O14672; recombinant ADAM10, EDANS/DABCYL FRET peptide cleavage, 3 h; inhibition, % at 7 µM; actives 0.62% (n = 370,000); AID 720582;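 active means inhibition above a per-campaign cutoff equal to the mean of compounds falling between control-based bounds plus 3 SD, cut at about 20% in these data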;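 further: 0% = DMSO wells while the 100% control is not disclosed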
Target sequence (O14672 214-748 limits assumed): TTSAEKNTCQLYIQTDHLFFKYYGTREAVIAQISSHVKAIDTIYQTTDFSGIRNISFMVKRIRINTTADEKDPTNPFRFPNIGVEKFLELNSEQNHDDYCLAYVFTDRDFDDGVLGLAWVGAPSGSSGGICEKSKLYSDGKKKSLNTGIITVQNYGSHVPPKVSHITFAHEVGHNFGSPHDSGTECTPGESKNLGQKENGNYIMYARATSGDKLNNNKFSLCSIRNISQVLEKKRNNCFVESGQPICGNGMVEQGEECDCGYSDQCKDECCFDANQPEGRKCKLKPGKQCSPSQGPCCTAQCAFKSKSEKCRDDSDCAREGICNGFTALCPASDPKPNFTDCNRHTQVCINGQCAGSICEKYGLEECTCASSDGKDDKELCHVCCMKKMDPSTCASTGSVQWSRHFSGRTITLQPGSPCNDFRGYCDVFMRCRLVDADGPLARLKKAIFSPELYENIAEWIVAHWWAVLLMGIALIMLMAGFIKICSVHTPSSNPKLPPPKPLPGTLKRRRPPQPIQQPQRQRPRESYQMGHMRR
ADAM17 inh = ADAM17 inhibition, QFRET primary screen | inhibition, % at 6.95 µM | AID 720648 | recombinant ADAM17, EDANS/DABCYL FRET peptide cleavage | actives 0.83% (n = 370,000);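 active means inhibition above the mean of compounds lying between control limits plus 3 SD, set per campaign, cut at about 8.5% in these data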;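 further: 0% = DMSO-only wells as the low control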
* = called active by the depositor; i = inactive; x = no result given.

entry	Compound	SIAE inh	DDE Tn6 FP inh	ASAP1 inh	PLCg1 inh	TDP2 absorb
1	COc1ccccc1-c1c(C)oc2c(CN3CCCC(C)C3)c(O)ccc2c1=O (stereo not drawn)	3	0	2	i	14
2	COc1ccc(-n2c(SCC(=O)C(C)(C)C)nc3c(sc(=S)n3-c3ccccc3)c2=O)c(OC)c1	-13	-2	-15	6	13
3	O=C(Nc1ccc(F)cc1)C1CCCN(C2=NS(=O)(=O)c3ccccc32)C1 (stereo not drawn)	4	-8	-15	1	7
4	CCOC(=O)c1csc(NC(=O)CN2CCCCC2)n1	-4	1	3	-2	-1
5	c1sc2[n+](c1C13CC4CC(CC(C4)C1)C3)CCS2	6	-1	-2	3	11
6	COc1ccccc1-c1nn(-c2ccccc2)cc1C(=O)NCC(c1ccco1)N1CCCC1 (stereo not drawn)	1	-2	-10	8	-12
7	CCC(C)(C)C1CCc2[nH]nc(C(=O)NCc3ccc(OC)cc3)c2C1 (stereo not drawn)	-1	0	7	0	-8
8	O=C(c1ccccc1F)N(Cc1nc2ccccc2c(=O)[nH]1)C1CCCC1	-3	-9	-3	-1	17
9	COC(=O)[C@]12CCCCC=C1N(Cc1ccc3c(c1)OCO3)C(=O)[C@H](CC(=O)NCC1CCCCC1)C2	9	5	2	0	-6
10	N#CC1=C(N)Oc2n[nH]c(-c3cccs3)c2C1c1ccco1 (stereo not drawn)	-16	-16	-2	-31	2
11	Cn1c(=O)cc(N)n(-c2ccccc2)c1=O	-1	-4	-3	5	11
12	CCOC(=O)c1c(NC(=O)COC(=O)CCCOc2ccc(OC)cc2)sc(C(=O)N(C)C)c1C	-5	1	-21	0	-10
13	Cc1[nH]cnc1C(=O)N/N=C/c1c(Cl)cccc1Cl	-4	-5	-5	7	-30
14	CCC(C(=O)Nc1ccc(OC)c(Cl)c1)c1ccccc1 (stereo not drawn)	-5	-1	-6	6	-12
15	CCOC(=O)C1=C(O)/C(=C/c2ccc(CNC(=O)C(=O)Nc3ccc(C)cc3)o2)N=C1C	9	0	2	-37	-16

entry	ARFGAP1 inh	DDE Tn7 FP inh	PLC-beta3 inh	ADAM10 inh	ADAM17 inh
1	-6	-1	i	i	i
2	14	6	1	17	7
3	0	-4	-5	-14	-6
4	8	8	-8	-3	-5
5	5	4	0	-3	-4
6	10	-5	-20	-6	-6
7	8	-2	1	12	-1
8	2	-6	-7	-14	-3
9	-2	4	3	-3	2
10	12	2	-34	-23	-16
11	8	-1	4	-4	0
12	2	-2	-9	-16	-1
13	-10	-9	0	7	4
14	-4	6	3	16	7
15	-6	-5	-48	-5	1

Arranged by molar mass (smallest number first): some entries from above
entry	Compound	SIAE inh	DDE Tn6 FP inh	ASAP1 inh	PLCg1 inh	TDP2 absorb
4	CCOC(=O)c1csc(NC(=O)CN2CCCCC2)n1	-4	1	3	-2	-1
7	CCC(C)(C)C1CCc2[nH]nc(C(=O)NCc3ccc(OC)cc3)c2C1 (stereo not drawn)	-1	0	7	0	-8
3	O=C(Nc1ccc(F)cc1)C1CCCN(C2=NS(=O)(=O)c3ccccc32)C1 (stereo not drawn)	4	-8	-15	1	7
12	CCOC(=O)c1c(NC(=O)COC(=O)CCCOc2ccc(OC)cc2)sc(C(=O)N(C)C)c1C	-5	1	-21	0	-10
9	COC(=O)[C@]12CCCCC=C1N(Cc1ccc3c(c1)OCO3)C(=O)[C@H](CC(=O)NCC1CCCCC1)C2	9	5	2	0	-6

entry	ARFGAP1 inh	DDE Tn7 FP inh	PLC-beta3 inh	ADAM10 inh	ADAM17 inh
4	8	8	-8	-3	-5
7	8	-2	1	12	-1
3	0	-4	-5	-14	-6
12	2	-2	-9	-16	-1
9	-2	4	3	-3	2

Going on with the list.
entry	Compound	SIAE inh	DDE Tn6 FP inh	ASAP1 inh	PLCg1 inh	TDP2 absorb
16	O=C(CSc1nnc(CNC(=O)c2ccccc2F)o1)Nc1ccc2c(c1)OCO2	0	2	-12	2	-10
17	Cc1cccc(C)c1NC(=O)CSc1nc(COc2ccccc2)nc2ccccc12	-5	4	12	1	3
18	CCOc1cccc(C(=O)Nc2ccccc2C(=O)N2CCN(C)CC2)c1	-3	-1	3	4	-11
19	Cc1ccc2nc(-c3cccc(Br)c3)c(Cc3ccsc3)n2c1	2	-3	-10	-14	-6
20	O=S(=O)(NCc1ccc2c(c1)OCO2)c1cccc2cccnc12	1	-4	-3	0	-6
21	Cc1ccc(C(=O)OCc2c(C)noc2C)cc1NC(=O)c1ccco1	-12	0	3	11*	-17
22	CCCSc1nnc2n(C)c(=O)c3c4c(sc3n12)CCC4	-1	4	-2	-4	5
23	CC(=O)OCCOc1nc(N(C)C)nc(N(C)C)n1	-4	1	-7	3	4
24	CCN(CC)S(=O)(=O)c1ccc2[nH]c(=O)cc(C(=O)NCC3CCCO3)c2c1 (stereo not drawn)	-5	-8	8	-2	2
25	C=C1CCC2C(C)(C(=O)O)CCCC2(C)C1CCC(CO)CCO (stereo not drawn)	-4	9	-8	3	-1
26	O=C(OCc1nc2ccsc2c(=O)[nH]1)c1cccc(S(=O)(=O)N2CCOCC2)c1	-3	0	4	-3	3
27	CCC(c1nnnn1Cc1ccco1)N1CCN(C(=O)c2ccco2)CC1 (stereo not drawn)	-3	-3	-1	-1	0
28	Cc1ccc(C(c2nnnn2C(C)(C)C)N(Cc2ccco2)Cc2cccs2)cc1 (stereo not drawn)	0	-6	3	3	-10
29	COc1ccc(C(=O)N(c2ccccc2)c2nccc3ccccc23)cc1OC	3	11	-2	-2	-5
30	Cc1ccc(S(=O)(=O)N2CCN(Cc3cccc(C)c3O)CC2)cc1	4	6	-1	-1	8

entry	ARFGAP1 inh	DDE Tn7 FP inh	PLC-beta3 inh	ADAM10 inh	ADAM17 inh
16	2	5	1	4	-1
17	11	3	-3	0	-3
18	4	-4	-4	2	-1
19	24	-1	-15	-30	-6
20	6	-3	4	-12	-1
21	-3	-6	9	6	7
22	-4	4	-1	0	-4
23	9	-2	2	-4	-1
24	6	-7	-6	-1	-3
25	3	-5	8	-3	2
26	-3	6	-12	-6	0
27	3	3	-1	-8	-3
28	-4	1	4	9	3
29	3	-2	0	-9	2
30	-2	0	-1	-7	-6

Next part:
entry	Compound	SIAE inh	DDE Tn6 FP inh	ASAP1 inh	PLCg1 inh	TDP2 absorb
31	COc1ccc(NC(=O)CN2CCCC2c2cccs2)cc1S(=O)(=O)N1CCCCC1 (stereo not drawn)	-22	5	4	6	-16
32	O=C(CCC(=O)Nc1ccccc1Cl)N/N=C1\CCCc2ccccc21	-2	6	-15	-3	4
33	CCOC(=O)CNC(=O)N(CCOC)CC1CCCN(C2Cc3ccccc3C2)C1 (stereo not drawn)	8	-6	0	-2	8
34	CC(C)Cc1cc(C(=O)N2CCCC(C(=O)c3cc(F)ccc3F)C2)no1 (stereo not drawn)	3	1	-4	-2	-4
35	O=C(N/N=C/c1ccccc1F)c1csc2c1CCCC2	8	-6	3	2	-7
36	Cc1ccc(-c2cnc3n2CCCCC3)cc1	-7	-1	3	2	0
37	CC(C)CNC(=O)CCc1c[nH]c2ccccc12	0	0	7	0	1
38	O=C(Nc1ccc(Cl)c(S(=O)(=O)N2CCOCC2)c1)c1cc(-c2ccccn2)nc2ccccc12	-41	-5	4	0	-3
39	COc1ccc(CC(=O)Nc2ccccc2C(=O)N2CCCC2)cc1	4	1	-4	-1	0
40	O=C(CC(=O)N/N=C/c1c(F)cccc1Cl)NCc1ccccc1	-2	-7	4	-1	9
41	COc1ccc(C(=O)CSc2nnc(CNC(=O)c3ccco3)n2C)cc1OC	1	-3	-4	1	9
42	CCN(CC(=O)Nc1ccc(OC)cc1)C(=O)c1cc(-c2cccs2)nn1-c1ccccc1	-2	2	-8	0	-5
43	Nc1nc(-c2ccc(-c3ccccc3)cc2)cs1	9	-1	23	-113	-2
44	O=C(Nc1nc2ncccn2c1-c1ccc(C(F)(F)F)cc1)c1ccccc1	-2	-4	x	-142	0
45	COc1ccc(C(C)(C)C)cc1NC(=O)COC(=O)c1cnc(C)cn1	1	0	5	2	3

entry	ARFGAP1 inh	DDE Tn7 FP inh	PLC-beta3 inh	ADAM10 inh	ADAM17 inh
31	-7	3	3	18	9.5*
32	3	2	-4	0	-4
33	-11	-2	-6	-7	-3
34	-4	2	-11	-2	-5
35	5	-1	8	0	3
36	-9	-8	-6	3	-3
37	-1	0	-3	-11	-2
38	3	5	-6	-2	-6
39	-4	4	-5	-1	-2
40	4	-2	2	-3	-2
41	14	-1	-3	5	-1
42	4	0	-5	-6	2
43	3	-7	-129	-122	-40
44	x	0	-201	-133	-39
45	-14	10	0	3	-4

Next part
entry	Compound	SIAE inh	DDE Tn6 FP inh	ASAP1 inh	PLCg1 inh	TDP2 absorb
46	C=CCNc1ncnc2c1ncn2[C@H]1CN(Cc2cccc3ccccc23)C[C@@H](CO)O1	0	-1	9	-1	4
47	N=C(N)SCC1=CCS(=O)(=O)C1	6	-1	-6	0	-12
48	COC(=O)c1ccc(C(=O)OC)c(NC(=O)C2CC(=O)N(C3CCCC3)C2)c1 (stereo not drawn)	-3	5	-6	3	3
49	COc1ccc(-c2nnnn2C(C)C)cc1S(=O)(=O)Nc1ccccc1	-2	4	-11	2	-2
50	C[C@@H](c1ccccc1)N1C[C@@H](COCc2ccccc2)Oc2cc(N3CC[C@@H](O)C3)ccc2S1(=O)=O	6	-3	-2	-2	-2
51	COc1ccc(NC(=O)C(=O)c2cn(CC(=O)N3CCCC3)c3ccccc23)c(OC)c1	-3	5	19	2	-5

entry	ARFGAP1 inh	DDE Tn7 FP inh	PLC-beta3 inh	ADAM10 inh	ADAM17 inh
46	7	-6	2	1	-1
47	-3	-4	-3	1	0
48	-5	4	-5	-10	-3
49	-10	-3	-6	-3	-5
50	12	6	4	10	7
51	2	5	-4	-8	4

Two successive compounds from above:
entry	Compound	SIAE inh	DDE Tn6 FP inh	ASAP1 inh	PLCg1 inh	TDP2 absorb
49	COc1ccc(-c2nnnn2C(C)C)cc1S(=O)(=O)Nc1ccccc1	-2	4	-11	2	-2
50	C[C@@H](c1ccccc1)N1C[C@@H](COCc2ccccc2)Oc2cc(N3CC[C@@H](O)C3)ccc2S1(=O)=O	6	-3	-2	-2	-2

entry	ARFGAP1 inh	DDE Tn7 FP inh	PLC-beta3 inh	ADAM10 inh	ADAM17 inh
49	-10	-3	-6	-3	-5
50	12	6	4	10	7
